Htt clearance: compounds clearing mutant huntingtin protein; 0.42% of 47,000 active; inhibition, % at 1.5 µM; HeLa Exon1htt(103Q)mCFP, aggregate imaging; zero = plate's median compound well;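 active = inhibition of aggregate fluorescence above about 70%, also judged a hit by eye on the cell image, limit read from the data, passing the limit was not always enough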;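 note: cells exposed to compound for three days before fixation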
Htt clearance grain fraction: recorded beside Htt clearance, whose call it bears; fraction fluorescence in grains; measured here: aggregate grain fluorescence fraction; hits give low values;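 scaled fraction of total cell fluorescence in grains with unit not stated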
* hit, by the source's call. This is a subset, so the mix of outcomes need not match the whole.

For CC(C)C(C(=O)Nc1ccc(S(=O)(=O)N2CCOCC2)cc1)N1C(=O)c2ccccc2C1=O (configuration not stated) the results were Htt clearance 12.0 and Htt clearance grain fraction 28.4.
Screening CCCCCC(=O)N1CCCC(c2nc(-c3ccc(OC)cc3)no2)C1 (configuration not stated) returned Htt clearance 19.2 and Htt clearance grain fraction 32.3.
COC(=O)C1=C(Cn2cnc3ccccc32)NC(=O)NC1c1cc(C)ccc1C (configuration not stated) was read as Htt clearance -19.8 and Htt clearance grain fraction 25.7.
`Cc1ccccc1-c1nc2sc(-c3ccccc3)cc2c(=O)o1` gave Htt clearance -5.5 and Htt clearance grain fraction 41.
Screening CN(C)c1nc(N)nc(Cn2ccnc2)n1 returned Htt clearance -32.1 and Htt clearance grain fraction 22.3.
For CCOc1ccc(Oc2ccc(-c3nnc(-c4ccccc4)o3)cc2[N+](=O)[O-])cc1 the results were Htt clearance 19.1 and Htt clearance grain fraction 36.1.
Screening N#Cc1cn(-c2ccccc2)nc1-c1cc2ccccc2oc1=O returned Htt clearance -51.2 and Htt clearance grain fraction 56.5.
OCc1nc(CO)n(Cc2ccccc2)n1 was read as Htt clearance 7.6 and Htt clearance grain fraction 18.6.
C/C(Sc1nnc(Cc2ccccc2)o1)=C(/O)c1ccccc1 was read as Htt clearance 13.9 and Htt clearance grain fraction 33.1.
Screening Cn1c(SCc2nc3ccccc3[nH]2)nnc1-c1cccnc1 returned Htt clearance 33.9 and Htt clearance grain fraction 26.6.
For CC(=O)Nc1nc(C)c(S(N)(=O)=O)s1 the results were Htt clearance 13.6 and Htt clearance grain fraction 35.2.
`CC(CCc1ccco1)NC(=O)Cn1nc(Cc2ccncc2)c2ccccc2c1=O` (configuration not stated) gave Htt clearance 36.1 and Htt clearance grain fraction 30.9.
Screening CN=C1CC(C)(C)CC(=O)/C1=C(/O)CCC(=O)NC returned Htt clearance -74.4 and Htt clearance grain fraction 33.8.
For c1cc(CNc2ccc(N3CCOCC3)cc2)ccn1 the results were Htt clearance 55.0 and Htt clearance grain fraction 9.06.
CCOC(=O)Cn1nnnc1C(CC)N(Cc1cccs1)Cc1cc2cc(C)ccc2[nH]c1=O (configuration not stated) was read as Htt clearance -2.7 and Htt clearance grain fraction 34.9.
Screening COc1ccc(OC)c(N2CC(O)=C(c3nc4ccccc4s3)C2=N)c1 returned Htt clearance 27.6 and Htt clearance grain fraction 28.9.
Cc1onc(-c2ccccc2Cl)c1C(=O)Nc1nnc(-c2cccc([N+](=O)[O-])c2)s1 was read as Htt clearance -4.5 and Htt clearance grain fraction 49.1.
Fc1ccc(-c2nnc(-n3nnc4ccccc43)c3ccccc23)cc1 was read as Htt clearance -45.6 and Htt clearance grain fraction 24.2.
C/C(N)=C(/C#N)C(=O)COC(=O)CCSc1ccccc1 was read as Htt clearance -19.7 and Htt clearance grain fraction 20.
`N#Cc1cnc(SCC(=O)Nc2ccccc2C(F)(F)F)nc1N` gave Htt clearance 8.7 and Htt clearance grain fraction 16.2.
Screening CCOC(=O)CCNC(=O)CNC(=O)OCc1ccccc1 returned Htt clearance -9.0 and Htt clearance grain fraction 40.4.
CCC1(C)OCC(Cn2c3ccccc3c3ccccc32)O1 (configuration not stated) was read as Htt clearance 2.3 and Htt clearance grain fraction 18.7.
`CCn1cnc2c1c(=O)n(Cc1csc(-c3ccccc3)n1)c(=O)n2Cc1ccccc1` gave Htt clearance 23.4 and Htt clearance grain fraction 26.6.
`COC(=O)c1cc(-c2c[nH]c3ccccc23)n[nH]1` gave Htt clearance 52.3 and Htt clearance grain fraction 17.8.
`Cc1ccc2c(c1)nnn2C1CCN(CC(=O)N2c3ccccc3CC2C)CC1` (configuration not stated) gave Htt clearance 9.7 and Htt clearance grain fraction 19.8.
Cc1ccc(C(=O)NC=C(Cl)Cl)cc1 was read as Htt clearance 19.6 and Htt clearance grain fraction 16.7.
Screening CC(C)c1ccc(C(=O)CC2(O)C(=O)N(CN3CCOCC3)c3ccccc32)cc1 (configuration not stated) returned Htt clearance -44.6 and Htt clearance grain fraction 62.8.
COc1cc(C2Nc3ccccc3C(=O)N2c2ccccc2OC)ccc1O (configuration not stated) was read as Htt clearance -37.4 and Htt clearance grain fraction 45.7.
`Cc1ccc(NC(=O)CN2C(=O)C(C)Oc3ccccc32)nc1` (configuration not stated) gave Htt clearance -29.7 and Htt clearance grain fraction 47.6.
Screening CC1(C)CC(=O)C=C(NCCN2CCN(C(=O)Nc3ccc(Cl)cc3)CC2)C1 returned Htt clearance 62.9 and Htt clearance grain fraction 8.2.
For CCOc1ccc2nc(NC(=O)CS(=O)(=O)c3ccccc3)sc2c1 the results were Htt clearance -18.6 and Htt clearance grain fraction 20.
`CCCCCCC(=O)N(O)C1CC(=O)N(c2ccc(Br)cc2)C1=O` (configuration not stated) gave Htt clearance 15.7 and Htt clearance grain fraction 28.8.
`CS(=O)(=O)N1CCN(Cc2ccccc2C(F)(F)F)CC1` gave Htt clearance -25.2 and Htt clearance grain fraction 25.3.
`O=C(CN1CCN(C(=O)c2ccccc2)CC1)Nc1ccc(Br)cn1` gave Htt clearance -10.7 and Htt clearance grain fraction 19.9.
`Cc1cc(-c2nnc(SCc3ccccn3)o2)no1` gave Htt clearance 47.9 and Htt clearance grain fraction 18.
For O=c1c2c(nc3nc(Cc4ccccc4)[nH]n13)CCC2 the results were Htt clearance 28.0 and Htt clearance grain fraction 13.7.
`Cc1cc(Cl)c(S(=O)(=O)NC(C(=O)O)c2ccccc2)cc1OCC(N)=O` (configuration not stated) gave Htt clearance 17.9 and Htt clearance grain fraction 15.9.
For CCSc1nnc(Nc2ccc(C)cc2)s1 the results were Htt clearance 26.5 and Htt clearance grain fraction 29.5.
`CCn1c(N2CCN(CC(=O)c3c[nH]c4ccccc34)CC2)nc2c1c(=O)[nH]c(=O)n2C` gave Htt clearance -48.2 and Htt clearance grain fraction 30.3.
`COCCCNC(=O)CCC(=O)Nc1ccc2nc(N3CCOCC3)cc(C)c2c1` gave Htt clearance 27.3 and Htt clearance grain fraction 26.8.
`CCOCN(C(=O)Cn1c(C(C)O)nc2ccccc21)c1c(C)cccc1CC` (configuration not stated) gave Htt clearance -5.7 and Htt clearance grain fraction 19.
Screening CC1(C)Cc2c(C#N)c(N3CCOCC3)nc(Cc3ccccc3)c2CO1 returned Htt clearance -7.3 and Htt clearance grain fraction 37.6.
For O=C1c2[nH]nc(-c3ccccc3O)c2C(c2cccc(O)c2)N1Cc1ccco1 (configuration not stated) the results were Htt clearance 25.1 and Htt clearance grain fraction 29.9.
For CC(=O)N/C(=C\c1ccccc1Cl)C(=O)O the results were Htt clearance -54.9 and Htt clearance grain fraction 29.
CCOC(=O)C1CCCN(CC(O)COc2ccccc2C(C)=O)C1 (configuration not stated) was read as Htt clearance -6.3 and Htt clearance grain fraction 40.2.
CCCCP(=O)(CCCC)Cc1ccccc1O was read as Htt clearance 19.6 and Htt clearance grain fraction 16.2.
For O=C(N/N=C/c1ccccc1Cl)c1ccc(F)cc1 the results were Htt clearance -5.1 and Htt clearance grain fraction 35.2.
`Cc1sc2c(c1C)CN(C1CC(C)(C)NC(C)(C)C1)CN2C(=O)c1ccco1` gave Htt clearance -14.4 and Htt clearance grain fraction 21.9.
O=C(NC1CCCCC1)/C(=N\O)c1ccccn1 was read as Htt clearance 11.7 and Htt clearance grain fraction 34.6.
For Cc1c2cnn(CC(=O)O)c(=O)c2c(C)n1Cc1ccccc1 the results were Htt clearance -108.2 and Htt clearance grain fraction 108.
For Cc1ccc(-c2cc(C(=O)N3CCOCC3)c3ccccc3n2)cc1 the results were Htt clearance -77.1 and Htt clearance grain fraction 32.7.
For CN(Cc1ccccc1)C(=O)CN(c1ccc(F)cc1)S(=O)(=O)c1ccc2c(c1)OCCO2 the results were Htt clearance -156.9 and Htt clearance grain fraction 48.7.
COc1ccc(Cl)cc1NC(=O)CN1C(=O)CSC1=O was read as Htt clearance 10.5 and Htt clearance grain fraction 19.6.
For O=C(NCc1ccccc1)C(c1ccccc1)N(Cc1ccc2c(c1)OCO2)C(=O)Cc1cccs1 (configuration not stated) the results were Htt clearance -85.5 and Htt clearance grain fraction 34.
Screening CCOC(=O)N1CCN(C(=O)CSc2nnc(COc3ccccc3)o2)CC1 returned Htt clearance -12.0 and Htt clearance grain fraction 37.4.
C[C@H](NC(=O)Nc1cccc(C(F)(F)F)c1)C(=O)O was read as Htt clearance -15.0 and Htt clearance grain fraction 20.5.
CCCCCNc1nc2ccccc2nc1NS(=O)(=O)c1cccs1 was read as Htt clearance 23.5 and Htt clearance grain fraction 15.7.
Cc1ccc(N(CC(=O)NCc2cccs2)S(=O)(=O)c2cccs2)cc1 was read as Htt clearance -41.2 and Htt clearance grain fraction 42.3.
CC(=O)c1cccc(NC(=S)NC(=O)C(C)C)c1 was read as Htt clearance 18.7 and Htt clearance grain fraction 30.6.
For O=C(Nc1ccc(F)cc1)c1cccnc1N1CCOCC1 the results were Htt clearance 39.0 and Htt clearance grain fraction 12.5.
`O=C(CSc1nnc(Cc2ccccc2)n1Cc1ccco1)NC1CCCC1` gave Htt clearance -12.0 and Htt clearance grain fraction 41.2.
For CCCC(c1nnnn1CC(=O)OCC)N(Cc1cc2c(C)cc(C)cc2[nH]c1=O)C1CCCC1 (configuration not stated) the results were Htt clearance 7.3 and Htt clearance grain fraction 28.5.
`CCOCCOC(=O)C(C)Sc1n[nH]c(=O)[nH]c1=O` (configuration not stated) gave Htt clearance 18.1 and Htt clearance grain fraction 32.1.
CCCn1c(NCc2cccc(OC)c2OC)nc2ccccc21 was read as Htt clearance 22.4 and Htt clearance grain fraction 17.5.
CSC1CCCCC1(O)CSc1nc2c(cc1C#N)CCCC2 (configuration not stated) was read as Htt clearance 38.3 and Htt clearance grain fraction 10.5.
CS(=O)(=O)Nc1ccc2c3c(cccc13)CC2 was read as Htt clearance 11.7 and Htt clearance grain fraction 30.9.
For Nc1c(C(=O)Nc2ccccc2)sc2nc3c(c(-c4ccco4)c12)CCCC3 the results were Htt clearance -4.8 and Htt clearance grain fraction 39.4.
Screening Cc1cccc(N2CCN(S(=O)(=O)c3ccc4c(c3)n(C)c(=O)c(=O)n4C)CC2C)c1 (configuration not stated) returned Htt clearance -23.3 and Htt clearance grain fraction 45.4.
O=C(Cc1ccc(F)cc1)Nc1c2c(nn1-c1cccc(Cl)c1)CS(=O)C2 (configuration not stated) was read as Htt clearance 24.7 and Htt clearance grain fraction 12.7.
Screening Cc1cc(=O)[nH]c(Nc2c(C)n(C)n(-c3ccccc3)c2=O)n1 returned Htt clearance 20.3 and Htt clearance grain fraction 15.2.
For CCOC(=O)c1cnn2c(C(F)(F)F)cc(-c3cn(C)nc3C)nc12 the results were Htt clearance -9.1 and Htt clearance grain fraction 21.9.
`Cc1ccc(S(=O)(=O)NCCCNS(C)(=O)=O)cc1` gave Htt clearance 14.9 and Htt clearance grain fraction 15.7.

A draw from above in order of formula weight, rising:
`Cc1ccccc1-c1nc2sc(-c3ccccc3)cc2c(=O)o1` gave Htt clearance -5.5 and Htt clearance grain fraction 41.
`COCCCNC(=O)CCC(=O)Nc1ccc2nc(N3CCOCC3)cc(C)c2c1` gave Htt clearance 27.3 and Htt clearance grain fraction 26.8.
For O=C(NCc1ccccc1)C(c1ccccc1)N(Cc1ccc2c(c1)OCO2)C(=O)Cc1cccs1 (configuration not stated) the results were Htt clearance -85.5 and Htt clearance grain fraction 34.

The list continues.
Screening O=C(Nc1ccc2oc(-c3ccccc3)nc2c1)c1ccncc1 returned Htt clearance -65.0 and Htt clearance grain fraction 33.4.
CCOC(=O)c1c(NC(=O)Cn2nnc(-c3ccccc3Cl)n2)sc(C)c1C was read as Htt clearance 6.5 and Htt clearance grain fraction 39.3.
Screening CN(C)c1cc(N)c2ccccc2n1 (tested in a mixture with another compound) returned Htt clearance 24.8 and Htt clearance grain fraction 15.4.
CC1(C)CC(=O)C=C(NCCCNC2CCCCC2)C1 was read as Htt clearance -0.9 and Htt clearance grain fraction 36.4.
Screening CN(C)c1ccc(/C=c2\sc3nc(-c4ccccc4)nn3c2=O)cc1 returned Htt clearance 3.8 and Htt clearance grain fraction 34.
For O=C(NCCc1ccccc1)c1cccnc1 the results were Htt clearance -4.2 and Htt clearance grain fraction 39.4.
Screening COc1ccccc1NC(=O)Cn1cnc2c(cnn2-c2ccccc2)c1=O returned Htt clearance -11.2 and Htt clearance grain fraction 46.9.
For N#Cc1cc2c(nc1SCC(=O)N1CCOCC1)CCCCC2 the results were Htt clearance -239.1 and Htt clearance grain fraction 108.
Screening CC(C)Nc1nc(C#N)nc(NC(C)C)n1 returned Htt clearance -47.4 and Htt clearance grain fraction 49.4.
Screening COC(=O)C1=C(C)Nc2nnnn2C1c1ccccc1Cl (configuration not stated) returned Htt clearance -79.9 and Htt clearance grain fraction 32.8.

Among those listed so far, 9 have fluorine:
Fc1ccc(-c2nnc(-n3nnc4ccccc43)c3ccccc23)cc1 was read as Htt clearance -45.6 and Htt clearance grain fraction 24.2.
`N#Cc1cnc(SCC(=O)Nc2ccccc2C(F)(F)F)nc1N` gave Htt clearance 8.7 and Htt clearance grain fraction 16.2.
`CS(=O)(=O)N1CCN(Cc2ccccc2C(F)(F)F)CC1` gave Htt clearance -25.2 and Htt clearance grain fraction 25.3.
For O=C(N/N=C/c1ccccc1Cl)c1ccc(F)cc1 the results were Htt clearance -5.1 and Htt clearance grain fraction 35.2.
For CN(Cc1ccccc1)C(=O)CN(c1ccc(F)cc1)S(=O)(=O)c1ccc2c(c1)OCCO2 the results were Htt clearance -156.9 and Htt clearance grain fraction 48.7.
C[C@H](NC(=O)Nc1cccc(C(F)(F)F)c1)C(=O)O was read as Htt clearance -15.0 and Htt clearance grain fraction 20.5.
For O=C(Nc1ccc(F)cc1)c1cccnc1N1CCOCC1 the results were Htt clearance 39.0 and Htt clearance grain fraction 12.5.
O=C(Cc1ccc(F)cc1)Nc1c2c(nn1-c1cccc(Cl)c1)CS(=O)C2 (configuration not stated) was read as Htt clearance 24.7 and Htt clearance grain fraction 12.7.
For CCOC(=O)c1cnn2c(C(F)(F)F)cc(-c3cn(C)nc3C)nc12 the results were Htt clearance -9.1 and Htt clearance grain fraction 21.9.

High-throughput results from PubChem.
